Compound activity as filed in PubChem.
GPR7 antagonist: GPR7 receptor antagonists, primary screen, cell-based, fluorescence, single concentration. GPR7-expressing cells, fluorescence antagonist assay. actives 1.1% (n = 290,000). Neuropeptides B/W receptor type 1 (Homo sapiens), P48145. AID 1861, 2009. inhibition, % at 4.4 µM; in the data active means inhibition above about 16%, passing the limit was not always enough;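 further: cells stimulated with the agonist NPW; 0% = agonist with vehicle and 100% = vehicle without agonist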
OXTR ag: human OXTR agonists, primary screen, fluorescence, CHO-OTR cells, Fluo-8 calcium. activation, % at 3 µM. Fluo-8 calcium fluorescence; normalized: DMSO 0%, oxytocin 100%. actives 0.32% (n = 320,000);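 active means activation above the mean of all tested compounds plus 3 SD, cutoff set per screening run, cut at about 20% in these data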;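 further: peak over basal fluorescence ratio from a 100 s FLIPR kinetic read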
Target sequence (P30559 whole entry, looked up): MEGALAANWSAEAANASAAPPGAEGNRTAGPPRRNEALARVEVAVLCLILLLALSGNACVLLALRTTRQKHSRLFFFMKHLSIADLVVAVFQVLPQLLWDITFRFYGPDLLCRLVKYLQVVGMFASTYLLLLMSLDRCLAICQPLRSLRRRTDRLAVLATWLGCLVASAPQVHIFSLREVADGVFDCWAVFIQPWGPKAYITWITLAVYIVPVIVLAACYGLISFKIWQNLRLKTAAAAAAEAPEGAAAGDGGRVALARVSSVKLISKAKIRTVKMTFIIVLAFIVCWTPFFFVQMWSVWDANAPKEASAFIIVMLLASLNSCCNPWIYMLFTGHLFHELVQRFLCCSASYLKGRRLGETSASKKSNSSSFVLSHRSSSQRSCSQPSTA
NS3 helicase inh: inhibitors of HCV NS3 helicase, primary screen, biochemical, Cy5 molecular beacon fluorescence. NS3 helicase DNA unwinding. actives 0.56% (n = 290,000). Hepatitis C virus NS3 helicase. inhibition, % at 10.9 µM;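 active means inhibition above the mean of all tested compounds plus 3 SD, set per campaign, cut at about 35% in these data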;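 further: 0% = DMSO wells and 100% = thioflavine S control wells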
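Compound dosing – single dose, 10.9 µM nominal final, DMSO 0.8% final · System – NS3 helicase fragment of HCV · Buffer or medium – MOPS pH 6.5, MgCl2, DTT, Tween20, BSA · Signal – Cy5 beacon fluorescence read at start and 1 h · Also added – annealed dual-labelled DNA beacon duplex, ATP-started · Schedule – 1 h at 25 °C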
GalR3 antagonist: GalR3 antagonists in HEK293 cells, primary screen, cell-based, fluorescence readout. inhibition, % at 3 µM. actives 0.44% (n = 360,000). Galanin receptor type 3 (Homo sapiens), O60755. HEK293 GalR3-CNG cAMP membrane potential fluorescence; galR3 body fused to GalR1 C-terminus;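 active means inhibition above the screen-wide average plus 3 SD, cut at about 13% in these data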;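 further: forskolin and galanin both at EC90 stimulate the cells; cAMP rise reported by CNG channel membrane potential dye signal; 0% = forskolin plus galanin with DMSO and 100% = forskolin alone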
Target sequence (O60755 1-299 limits assumed): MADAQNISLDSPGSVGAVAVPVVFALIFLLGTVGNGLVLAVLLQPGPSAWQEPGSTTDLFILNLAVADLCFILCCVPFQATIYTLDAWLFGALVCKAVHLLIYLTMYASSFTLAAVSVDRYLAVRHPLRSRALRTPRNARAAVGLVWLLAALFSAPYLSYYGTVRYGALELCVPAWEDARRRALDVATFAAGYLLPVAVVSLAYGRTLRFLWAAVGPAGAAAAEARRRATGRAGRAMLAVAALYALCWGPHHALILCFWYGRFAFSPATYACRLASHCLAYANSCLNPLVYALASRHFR
V1aR counter: agonists of human V1a receptor, primary screen, counter-screen for OXTR agonist project, fluorescence, CHO-V1R cells; actives 0.25% (n = 320,000); activation, % at 3 µM; AID 2797, 2010; Fluo-8 calcium fluorescence, agonist mode; 0% DMSO, 100% 3 nM vasopressin;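 active means activation above the mean activation of all tested compounds plus 3 SD, per screening run, cut at about 20% in these data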;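 further: signal is peak over basal fluorescence ratio across a 100 second FLIPR read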
VIM-2 inh: VIM-2 metallo-beta-lactamase inhibitors, primary screen, biochemical, epi-absorbance readout, Pseudomonas aeruginosa enzyme; inhibition, % at 5.6 µM; actives 0.89% (n = 290,000); purified VIM-2, nitrocefin hydrolysis, epi-absorbance fluorescence;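 active means inhibition above the mean of all tested compounds plus 3 SD, cutoff set per screening run, cut at about 7.5% in these data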;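 further: red hydrolysis product quenches plate fluorescence so inhibitors raise well fluorescence; 0% = enzyme with DMSO and 100% = DMSO without enzyme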
IMP-1 inh: IMP-1 metallo-beta-lactamase inhibitors, primary screen, biochemical, epi-absorbance readout, Pseudomonas aeruginosa enzyme; AID 1556, 2009; actives 0.45% (n = 290,000); purified IMP-1, nitrocefin hydrolysis, epi-absorbance fluorescence; inhibition, % at 5.6 µM;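 active means inhibition above the mean plus 3 SD of all compounds in the same screening run, cut at about 4.5% in these data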;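 further: 0% = IMP-1 with DMSO and 100% = DMSO wells lacking enzyme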
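Assay system: purified recombinant IMP-1 beta-lactamase. Input: IMP-1 0.2 nM before substrate addition. Buffer or medium: Zinc- and detergent-supplemented HEPES buffer, pH 7.1. Schedule: 25 °C, 15 min preincubation, 25 min reaction. Signal: Epi-absorbance fluorescence, 480 nm excitation, 530 nm emission. Evaluation: percent inhibition from optical density relative to buffer-blank wells.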
PHOSPHO1 block: PubChem AID 1565. Phosphoethanolamine/phosphocholine phosphatase (Homo sapiens), Q8TCT1. recombinant PHOSPHO1, absorbance phosphatase assay. inhibition, % at 13.3 µM. actives 1.1% (n = 290,000); in the data active means inhibition above about 60%
Target sequence (Q8TCT1 whole entry, looked up): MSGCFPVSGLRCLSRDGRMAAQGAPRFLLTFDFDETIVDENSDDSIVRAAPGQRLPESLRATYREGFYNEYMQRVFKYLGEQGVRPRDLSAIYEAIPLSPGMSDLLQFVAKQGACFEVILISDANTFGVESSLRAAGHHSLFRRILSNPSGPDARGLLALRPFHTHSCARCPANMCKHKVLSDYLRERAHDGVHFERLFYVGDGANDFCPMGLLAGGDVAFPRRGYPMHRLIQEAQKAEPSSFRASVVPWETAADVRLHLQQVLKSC
FID counter: compounds displacing fluorescent DNA intercalator, primary screen, artefact control for HCV NS3 helicase inhibitor project, biochemical, FID fluorescence | inhibition, % at 7.9 µM | DNA fluorescent intercalator displacement | actives 0.17% (n = 290,000); in the data active means inhibition above about 37%;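 further: 0% = vehicle and 100% = reference compound; higher means more ethidium bromide displaced from hairpin DNA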
* hit, by the source's call; nt = no result given.

Each structure is followed by: NS3 helicase inh	GPR7 antagonist	FID counter	IMP-1 inh	VIM-2 inh	GalR3 antagonist	V1aR counter	OXTR ag	PHOSPHO1 block
[1] NC(=O)CNC(=O)[C@@H]1CC2(CC(c3cccc([N+](=O)[O-])c3)=NO2)CN1C(=O)c1ccccc1 (stereo partly specified)
  2	1	-8	-1.9	-1.8	-9	1.0	0.2	24
[2] O=C(/C=C/c1cccc([N+](=O)[O-])c1)Nc1cccc(NC(=O)c2cccs2)c1
  3	-14	4	-3.7	-3.9	6	-0.7	-0.7	7
[3] COc1ccc2[nH]c3c(c2c1)CCN1C(=O)N([C@@H](C)C(=O)NCC2CCCO2)C(=O)[C@]31C (stereo partly specified)
  3	1	-13	-0.7	-0.9	-7	-0.2	0.2	40
[4] N=C1SC(c2ccccc2)C(=O)N1c1ncc(Cc2ccccc2)s1 (stereo unspecified)
  29	-5	-14	-3.1	-3.4	-3	0.0	-0.6	1
[5] O=S(=O)(c1cccc(C(F)(F)F)c1)N1CCC(c2cc(-c3cccc4ccccc34)n[nH]2)CC1
  -8	0	-9	-3.0	0.3	-5	1.4	0.7	-20
[6] CCOc1ccc(S(=O)(=O)N2CCN(c3ncccn3)CC2)cc1
  9	36	-25	0.2	-0.8	-5	2.1	0.2	44
[7] CC(C)Cc1ccc(S(=O)(=O)Nc2ccc3[nH]c(=O)[nH]c3c2)cc1
  3	8	-19	-2.2	-1.4	-5	0.7	0.6	20
[8] Nc1ccc(S(=O)C(F)(F)F)cc1 (stereo unspecified)
  3	-9	2	-4.6	-4.4	-2	0.7	-0.4	-40
[9] COC(=O)c1ccc(CNC(=O)COC(=O)c2cc(Cl)nc(Cl)c2)cc1
  14	-4	-4	-2.8	-4.8	4	0.4	-0.7	58
[10] CC1CCCCC1NC(=O)CN(C)S(=O)(=O)c1cccc2cccnc12 (stereo unspecified)
  -16	6	-26	-1.6	-0.8	-7	-0.3	-0.9	42
[11] COc1ccc(-c2ccnc(-c3ccncc3)n2)cc1
  5	7	-18	-1.0	1.2	-6	-0.9	-1.3	48
[12] Cc1ccc(C(=O)NC(=S)N2CCN(C)CC2)cc1Br
  0	-2	4	-2.3	-5.2	-4	nt	nt	nt
[13] CCOC(=O)C(=O)NNc1ccc(F)cc1
  -3	-3	-5	0.4	0.8	4	-1.2	0.3	27
[14] COc1cc(CNc2ccc(S(N)(=O)=O)cc2)ccc1OCC(=O)NC1CCCCC1
  3	-6	-22	-2.0	-2.8	-3	-0.6	-1.6	20
[15] COc1ccc(N2C(=O)CCC(C(=O)N(C)C3CCCCC3)C2c2ccc(OC)c(OC)c2)cc1 (stereo unspecified)
  -2	-12	-35	-2.1	-0.3	-5	0.7	0.1	-7
[16] Cc1occc1C(=O)NC1CCCCCCC1
  -5	2	-7	0.3	-3.8	-6	0.6	-1.9	12
[17] Clc1ccc(-c2nnc3n2CCCC3)cc1Cl
  -8	-5	-8	-0.9	-1.4	-2	-0.4	-0.6	-21
[18] COc1ccccc1/C=C1\SC(=S)N(CCC(=O)Nc2ccc(C(=O)O)c(O)c2)C1=O
  3	3	38*	-2.8	-0.8	-11	0.1	0.1	34
[19] COc1ccc(-n2c(SCC(=O)Nc3nccs3)nc3c(c2=O)SCC3)cc1
  -5	2	-2	-4.7	-2.1	0	0.3	-0.2	3
[20] COc1ccccc1N1CCN(C(=S)Nc2cccc(C)c2)CC1
  -5	14	-2	-1.0	-4.8	-6	1.8	0.1	1

Additional results
Each structure is followed by: NS3 helicase inh	GPR7 antagonist	FID counter	IMP-1 inh	VIM-2 inh	GalR3 antagonist	V1aR counter	OXTR ag	PHOSPHO1 block
[21] COc1ccc(C2NC(C(=O)O)Cc3c2[nH]c2ccccc32)cc1OC (stereo unspecified)
  -2	5	-5	-5.0	-2.7	-2	1.2	-0.2	3
[22] CC(=O)C1C(=O)CC(C)(O)C(C(C)=O)C1c1ccccc1 (stereo unspecified)
  0	-7	-4	-4.3	-3.8	-1	0.6	0.8	-14
[23] CC(=O)N1c2ccc([N+](=O)[O-])cc2NC(=O)CC1C (stereo unspecified)
  -3	-6	-7	-2.3	0.0	0	0.2	0.8	8
[24] Cn1c(NC(=O)c2ccccc2Br)cc(=O)n(C)c1=O
  -1	9	-4	0.8	3.8	0	1.3	1.0	-6
[25] COc1cccc(C(=O)Cn2c(N3CCCCC3)nc3c2c(=O)n(C)c(=O)n3C)c1
  -8	-2	-4	0.3	1.0	-7	0.0	-0.3	0
[26] O=C(N=C1SC2CS(=O)(=O)CC2N1Cc1ccc(F)cc1)C1CC1 (stereo unspecified)
  6	1	-5	-0.8	-1.0	-5	1.4	0.7	18
[27] CC(=O)Nc1ccc(S(=O)(=O)Nc2c(C)n(C)n(-c3ccccc3)c2=O)cc1
  3	3	-1	-2.5	-2.8	-1	0.3	0.0	-4
[28] COc1ccc(C2/C(=C(/O)c3ccccc3)C(=O)C(=O)N2C)cc1 (stereo unspecified)
  -4	-9	0	-1.7	1.0	-4	1.1	-0.5	17
[29] CCCNC(=O)CN(C)S(=O)(=O)c1ccc(F)cc1
  8	-11	0	-2.8	-2.0	-2	0.4	-0.4	16
[30] Cc1cc(-c2nnc(SCC(=O)Nc3nc(-c4ccc(Cl)cc4)cs3)o2)no1
  9	-6	-15	-1.5	-1.9	-6	0.0	-0.3	10
[31] O=C(Nc1cccc([N+](=O)[O-])c1)c1ccccc1
  10	-5	3	-0.6	0.0	7	-0.4	-1.5	-1
[32] COc1ccc(N2CCN(c3ccc([N+](=O)[O-])nc3)CC2)cc1
  5	-1	0	0.2	0.1	-5	0.5	-0.3	2
[33] NC(=O)C1CCN(C(=O)C2(NC(=O)Nc3cccc(F)c3)CCCCC2)CC1
  10	-5	-1	-1.4	-2.1	-4	-0.2	0.8	35
[34] Clc1ccccc1Cn1nnc2c(N3CCOCC3)nc(C3CC3)nc21
  1	-1	0	-3.1	-3.7	1	0.1	-1.6	14
[35] Cc1cc(C)n(C(=O)COc2ccccc2C)n1
  -1	3	2	-2.4	-1.3	-2	0.1	-1.6	30
[36] COc1ccc(C=O)cc1Cn1c(=O)n(CCC(=O)NCc2ccco2)c(=O)c2sccc21
  -3	-3	0	-1.2	-2.3	-5	-0.3	0.7	30
[37] CN1C(=O)[C@H]2[C@@H](/C=C/c3ccccc3)N3C(=O)CN(CC4CC4)C(=O)[C@@]3(C)[C@H]2C1=O
  8	-9	-18	-3.1	-3.6	-1	0.2	-0.3	-24
[38] COc1ccc2c(c1)C(=O)N(c1ccccc1OC)C(=O)C2
  5	-2	1	-2.5	-4.8	-5	0.3	0.6	3
[39] CCc1ncc(C)[nH]1
  4	-11	-3	-2.6	-3.9	nt	1.3	0.0	31
[40] COC(=O)COc1ccc(S(=O)(=O)Nc2ccc(NC(C)=O)cc2)cc1
  1	1	-8	-2.9	-1.0	-1	-0.8	-0.2	7

Next results.
Each structure is followed by: NS3 helicase inh	GPR7 antagonist	FID counter	IMP-1 inh	VIM-2 inh	GalR3 antagonist	V1aR counter	OXTR ag	PHOSPHO1 block
[41] C=CCCN(C1CCCC1)S(=O)(=O)c1ccccc1Br
  nt	nt	nt	nt	nt	-1	-1.7	-1.6	8
[42] CC(C)N(CCc1ccncc1)C(=S)Nc1cccc(Cl)c1
  13	6	2	-0.3	0.9	-5	-0.1	6.9	-26
[43] CCc1ccc(NCc2nc(-c3ccccc3)no2)cc1
  -8	-7	1	0.2	-0.6	3	-1.1	-2.3	11
[44] Cc1cc(NS(=O)(=O)c2ccc(NC(=O)N[C@H](C(=O)O)C(C)C)cc2)no1
  12	5	-12	-1.6	-1.0	-8	0.0	-0.8	22
[45] O=c1ccccn1CCOc1ccccc1Cl
  1	-10	0	-2.1	-1.1	-1	0.4	0.0	0
[46] C/C(=N/NC(=O)c1cc(-c2ccc(Cl)s2)[nH]n1)c1ccco1
  13	-4	-15	-5.1	-3.8	-7	1.4	0.4	51
[47] CCNc1nc(NC(N)=S)nc(NC(C)(C)C)n1
  4	-18	-7	-1.3	-2.6	-5	-1.0	-2.8	-99
[48] Cc1ccccc1NC(=O)NCCCN1CCCC1=O
  4	-22	0	-0.1	-0.6	-3	0.1	-0.7	16
[49] CCCn1nnc(NC(=O)c2cccnc2Cl)n1
  2	-5	2	-2.6	-2.8	-4	0.9	0.1	-8
[50] O=C(Nc1nnc(S(=O)(=O)N2CCN(c3ccc(F)cc3)CC2)s1)c1ccccc1
  11	3	-15	-3.0	-3.6	-8	2.5	2.4	16
[51] CC(C)CNC(=S)NNC(=O)c1ccc(OC(F)F)cc1
  1	1	-2	-3.1	-3.6	-6	0.6	0.7	94*
[52] O=C(NCCCN1CCOCC1)c1cccs1
  -4	-6	-2	-1.2	-1.6	-2	0.1	0.4	26
[53] O=C(Nc1cc(C(F)(F)F)ccc1N1CCOCC1)c1ccco1
  1	-12	0	-6.2	-3.0	-7	-0.5	-0.3	-17
[54] Nc1c(C(=O)NCC2CCCO2)sc2nc3c(c(-c4ccco4)c12)CC/C3=C\c1ccco1 (stereo unspecified)
  51*	7	9	4.5	-0.5	-5	nt	nt	0
[55] CCOCCCn1c(=S)[nH]c2cc(C(=O)NC3CCCC(C)C3C)ccc2c1=O (stereo unspecified)
  0	-3	-19	-3.4	-3.0	-6	0.4	-0.6	2
[56] COc1cc(C2=NOC(C(=O)Nc3ccc(C(C)=O)cc3)C2)cc(OC)c1OC (stereo unspecified)
  4	-10	-3	-1.9	0.5	-7	0.7	0.8	1
[57] Nc1nc(N)c2sc3nc4c(cc3c2n1)CCC4
  -1	12	6	-1.4	-0.6	-4	0.1	-1.3	-38
[58] Fc1ccc(C(c2nnnn2C2CCCC2)N2CCc3ccccc32)cc1 (stereo unspecified)
  -3	1	-20	-1.8	-3.6	-5	-1.4	-1.3	4
[59] Cc1ccc(S(=O)(=O)N(C)c2ccc(OCc3cccc(C)c3)cc2)cc1
  6	-17	-22	-1.6	-2.1	-3	1.6	4.8	51
[60] Cc1ccc(-n2nnnc2SC(C)C(N)=O)c(C)c1 (stereo unspecified)
  3	-9	-3	-2.3	-2.6	-4	0.2	1.3	-9
[61] CN1CCC(=C(c2ccc(Cl)cc2)c2ccccn2)CC1
  8	6	7	-2.2	-2.2	-10	1.7	3.2	22
[62] CC(C)Cn1c(SCC(=O)N2CCc3ccccc3C2)nc2cc(Cl)ccc2c1=O
  -1	-3	-5	-0.9	-3.0	2	0.5	-1.9	11
